V-ATPase pHluor – yeast V-ATPase proton transport regulation by pHLuorin. S. cerevisiae, pHLuorin cytosolic pH fluorescence. response, % at 10 µM. 350,000 compounds, 0.37% hits. AID 504577; in the data active means response mostly above about 7.3%, no sharp cut-off; inactive means mostly below about 5.4%; further: actives read high; inactives centre near 0; some compounds called inactive have numbers as strong as hits; reference of the scale not given here
Pemphigus Ab inh – inhibitors of pemphigus antibody binding to human desmoglein-3; P32926; DSG3-coupled beads, scFv-anti-DSG3-GFP binding, flow cytometry; hits give low values; binding (percent of control), % at 10 µM; 310,000 compounds, 0.48% hits; AID 588358;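 active means binding more than 3 SD below its plate's average and above zero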;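 further: hits lower antibody fragment binding to DSG3; some compounds called inactive have numbers as strong as hits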
Arr AP2 block – blocks beta-arrestin peptide binding to AP2 adaptin; FITC-arrestin peptide / GST-AP2 beads, flow cytometry; AP2 beta2 appendage carries R879A mutation; inhibition, % at 10 µM; 340,000 compounds, 0.31% hits; AID 504490;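 active means inhibition above a set limit, near 3 SD of compounds lacking own fluorescence, cut at about 54% in these data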;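 further: plate controls were DMSO wells for no effect and 5 µM unlabelled arrestin peptide for full effect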
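System: GST-AP2 R879A glutathione beads; medium: PBS, Tween 20 0.05%, BSA 0.1%; reagent: fluorescein-tagged arrestin peptide at 50 nM final; schedule: pre-incubation 12 min, peptide binding 1 h, room temperature; detection: flow cytometry, FL1 (488/535 nm); read-out: inhibition as reduced fluorescein signal on beads, percent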
CAL PDZ FP-1 – inhibitors of human CAL PDZ peptide binding; AID 504414; purified CAL PDZ, TMR-peptide fluorescence polarization, 1 h; 330,000 compounds, 0.02% hits; inhibition, % at 20 µM;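 active means highest replicate inhibition of at least 40%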;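 further: plate controls were DMSO neutral control wells for no effect and unlabeled competitor peptide control wells for full effect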
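System: tagged CAL PDZ domain. Schedule: 1 h room-temperature incubation prior to read. Signal: fluorescence polarization (mP). Measure: percent inhibition from loss of millipolarization.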
DAGLB inhibitor – diacylglycerol lipase beta (human) inhibition; Q8NCG7; HEK293T DAGLB membrane lysate, EnzChek fluorogenic substrate; inhibition, % at 5.17 µM; 340,000 compounds, 0.059% hits; in the data active means inhibition above about 34%;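 further: 0% = enzyme with vehicle and 100% = wells lacking enzyme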
LANA DNA inh – inhibitors of KSHV LANA C-terminal domain DNA binding | MBP-C-LANA/FAM-LBS DNA binding, fluorescence polarization | 340,000 compounds, 0.078% hits | inhibition, % at 9 µM;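 active means highest replicate inhibition at or above 60% at 9 µM, even if other replicates fall short; inactive means all replicates below 60% inhibition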;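 further: 0% = neutral control wells and 100% = 4 µM acridine orange control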
NSD2 inh – blocks human histone methyltransferase NSD2. NSD2 peptide methylation, AlphaScreen, 120 min. inhibition, % at 12.5 µM. 310,000 compounds, 0.54% hits. AID 743445; in the data active means inhibition above about 50%
Keap1-Nrf2 PPI – disrupts human Keap1 binding to Nrf2 peptide; Keap1 Kelch-Nrf2 peptide fluorescence polarization, 1536-well; 340,000 compounds, 0.15% hits; inhibition, % at 9.4 µM; in the data active means inhibition above about 12%;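 further: human Keap1 Kelch domain with fluorescein labeled Nrf2 9mer peptide probe; 0% = neutral control wells and 100% = peptide positive control; higher means more block of Keap1 binding to Nrf2 peptide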
Target sequence (Q14145 whole entry, looked up, the tested form may be a part): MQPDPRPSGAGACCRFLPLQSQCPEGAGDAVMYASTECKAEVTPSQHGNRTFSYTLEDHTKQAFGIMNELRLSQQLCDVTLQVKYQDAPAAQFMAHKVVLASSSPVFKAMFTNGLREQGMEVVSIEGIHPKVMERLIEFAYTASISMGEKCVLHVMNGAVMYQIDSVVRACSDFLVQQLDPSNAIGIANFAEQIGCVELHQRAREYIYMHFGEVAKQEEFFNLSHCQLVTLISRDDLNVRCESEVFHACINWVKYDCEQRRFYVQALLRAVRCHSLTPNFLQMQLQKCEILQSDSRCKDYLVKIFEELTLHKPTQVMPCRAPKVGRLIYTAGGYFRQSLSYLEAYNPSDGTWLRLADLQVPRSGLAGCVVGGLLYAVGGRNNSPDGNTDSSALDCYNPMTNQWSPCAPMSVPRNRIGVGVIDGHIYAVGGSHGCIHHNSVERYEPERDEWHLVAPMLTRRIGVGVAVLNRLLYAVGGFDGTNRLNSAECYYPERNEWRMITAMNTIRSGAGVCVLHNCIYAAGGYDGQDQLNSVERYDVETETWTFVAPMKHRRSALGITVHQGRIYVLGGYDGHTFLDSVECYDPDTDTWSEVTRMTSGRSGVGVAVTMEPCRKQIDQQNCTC
Cardiac RTF inh – cardiac RTF calcium desensitization; 340,000 compounds, 0.12% hits; AID 493244; IANBD-labeled cardiac RTF, Ca2+ fluorescence; P19429+P45379; inhibition, % at 7.15 µM;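 active means inhibition above the mean inhibition of all tested compounds plus 3 SD, cut at about 17% in these data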;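 further: assay run at fixed EC70 calcium of 1.6 mM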
CAL PDZ FP-2 – CAL PDZ (human) peptide binding inhibition; Q9HD26; 300,000 compounds, 0.92% hits; purified CAL PDZ, TMR-peptide fluorescence polarization, 1 h; AID 602252; inhibition, % at 24.9 µM;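 active means mean inhibition of at least 30% with at least half of replicates also reaching 30%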;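 further: 0% = DMSO neutral control and 100% = excess unlabeled competitor peptide PRC23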
Numbers without * were called inactive; · = no result given. An excerpt. The share of hits here may be higher or lower than overall.

SMILES	V-ATPase pHluor	Pemphigus Ab inh	Arr AP2 block	CAL PDZ FP-1	DAGLB inhibitor	LANA DNA inh	NSD2 inh	Keap1-Nrf2 PPI	Cardiac RTF inh	CAL PDZ FP-2
NC1=NC(=O)C2(COC(c3cccnc3)OC2)S1 (stereo not given)	-3	101	24	1.1	-2	-0.3	13	-1	3	-2
O=C(Cn1c2ccccc2c2nc3n(c(=O)c21)CCS3)N1CCCC1	-1	·	-15	-1.2	2	-0.2	0	-4	-6	1
CCOc1ccc(-c2c(C(=O)N/N=C(\C)c3cccnc3)nnn2-c2nonc2N)cc1	3	95	5	-1.9	-5	0.1	0	-3	-1	1
CN(CC(=O)Nc1ccccc1Cl)C(=O)c1cc(-c2cccs2)nn1-c1ccccc1	4	97	11	-3.3	1	-0.1	-1	-3	0	-2
CNC(=S)NCCc1ccccc1	-3	104	3	0.2	-1	-1.4	15	-5	-13	2
Cc1ccccc1-n1c(SCC(=O)Nc2cccc3ccccc23)nc(O)cc1=O	-2	97	21	-3.1	4	0.1	1	-1	4	-2
COc1cc2[nH]c(=O)n(CCCC(=O)NCCc3ccccc3)c(=O)c2cc1OC	-4	104	-9	0.8	-1	4.5	·	-1	-6	-5
Cc1c(C)c2c(OCC(=O)N[C@@H](C(=O)O)c3ccccc3)cc3c(c2oc1=O)CCC(C)(C)O3	3	·	8	-7.3	3	0.6	·	2	-5	-14
CC(C)OC(=O)c1cc2c(ccn2C)n1CC(=O)N(Cc1ccccc1)c1ccccc1	-5	99	48	0.1	-8	2.0	-1	-3	0	0
CCOc1ccc(/C=C2\SC(=S)N(CCCC(=O)NCCCN3CCOCC3)C2=O)cc1	-3	·	1	0.6	2	2.3	7	-2	-1	-4
COc1cc(C(=O)Nc2cc(C)c(OCC(=O)N3CCOCC3)c(C)c2)cc(OC)c1OC	-1	104	-2	-1.7	-2	1.5	-2	-1	-8	-4
CC(=O)Nc1cccc(NC(=O)c2ccco2)c1	0	99	7	0.0	1	0.0	0	-8	3	-2
O=C(N/N=C\c1cccs1)c1sccc1-n1cccc1	0	99	-6	0.0	-1	0.9	-4	5	1	·
Cc1ccc2c(CC(=O)NNC(=O)c3ccncc3)coc2c1	2	92	8	-2.0	1	0.2	-4	-2	-2	-3
CCC(c1nnnn1CCc1ccccc1)N1CCN(c2ccc(OC)cc2)CC1 (stereo not given)	11	·	7	-0.6	-4	-1.4	-4	5	5	-1

A draw from above in order of count of non-hydrogen atoms, low to high.
SMILES	V-ATPase pHluor	Pemphigus Ab inh	Arr AP2 block	CAL PDZ FP-1	DAGLB inhibitor	LANA DNA inh	NSD2 inh	Keap1-Nrf2 PPI	Cardiac RTF inh	CAL PDZ FP-2
CNC(=S)NCCc1ccccc1	-3	104	3	0.2	-1	-1.4	15	-5	-13	2
CC(=O)Nc1cccc(NC(=O)c2ccco2)c1	0	99	7	0.0	1	0.0	0	-8	3	-2
O=C(N/N=C\c1cccs1)c1sccc1-n1cccc1	0	99	-6	0.0	-1	0.9	-4	5	1	·
CCC(c1nnnn1CCc1ccccc1)N1CCN(c2ccc(OC)cc2)CC1 (stereo not given)	11	·	7	-0.6	-4	-1.4	-4	5	5	-1
CCOc1ccc(/C=C2\SC(=S)N(CCCC(=O)NCCCN3CCOCC3)C2=O)cc1	-3	·	1	0.6	2	2.3	7	-2	-1	-4

Carrying on.
SMILES	V-ATPase pHluor	Pemphigus Ab inh	Arr AP2 block	CAL PDZ FP-1	DAGLB inhibitor	LANA DNA inh	NSD2 inh	Keap1-Nrf2 PPI	Cardiac RTF inh	CAL PDZ FP-2
O=C(/C=C/c1ccc(Cl)cc1)NCCCn1ccnc1	-2	103	18	-5.7	-2	-3.4	3	0	-11	-4
O=C(c1ccccc1)c1ccc(OCC(O)CN2CCCCC2)cc1 (stereo not given)	2	106	6	-2.5	0	1.6	-3	-6	-6	-1
S=C(Nc1ccc(Br)cc1Cl)NC1CCN(Cc2ccccc2)CC1	0	99	6	-0.5	-4	-0.4	9	-8	-1	3
Oc1ccccc1N1CCN(CC(O)COCc2ccccc2Cl)CC1 (stereo not given)	1	100	49	-0.9	-1	-1.3	2	-2	11	2
COc1cc(CN2CCCN(C)CC2)c([N+](=O)[O-])cc1OC	-2	104	16	0.8	-1	0.7	13	1	1	-1
COc1ccc(/C(C)=N/NC(=O)CN(c2ccc(OC)cc2)S(=O)(=O)c2ccccc2)cc1	-3	92	-5	0.7	0	-1.4	-2	-3	-11	-2
COc1ccc([N+](=O)[O-])cc1NC(=O)COC(=O)C12CC3CC(CC(O)(C3)C1)C2	1	99	·	·	0	·	-3	·	·	·
COc1cc(OC)c(C(=O)Nc2cc(Cl)ccc2-n2cncn2)cc1OC	-2	104	-11	-2.1	-2	-0.5	10	-1	-46	-5
COc1cc(/C=N\NC(=O)CN2CCOCC2)ccc1OCC(=O)Nc1ccc(C)c(C)c1	2	103	22	-2.5	-3	0.5	-1	-5	0	-3
CC(NC(=O)c1ccc(OC2CCN(S(=O)(=O)N(C)C)CC2)cc1)C1CC1 (stereo not given)	0	98	6	-0.7	2	0.3	3	-3	0	-6
COC(=O)c1ccc(CNC(=O)COC(=O)c2cccs2)cc1	0	·	15	0.1	5	0.7	-1	-1	3	0
Cc1ccc([N+](=O)[O-])cc1S(=O)(=O)Nc1cccc(-c2ccc(N3CCOCC3)nn2)c1	-1	101	-6	-0.3	3	0.4	3	-3	2	·
COc1ccccc1-c1nnc(SCC(=O)NCc2c(C)c(Cl)cc(C(C)C)c2O)o1	-1	103	4	-2.7	-4	0.4	-2	-4	-12	2
Cc1ccccc1C(=O)N1CCC(C(=O)Nc2cccc(S(=O)(=O)N3CCCCC3)c2)CC1	3	106	3	0.1	2	-0.6	-3	-5	-6	·
CC(=O)Nc1cccc(NC(=O)COc2ccc3c(c2)OCO3)c1	-6	·	4	-1.3	-1	0.6	-1	-5	-4	·
CCN(C(=O)CSc1n[nH]c(-c2ccc(OC)cc2)n1)c1c(N)n(Cc2ccccc2)c(=O)[nH]c1=O	3	·	0	-2.2	-10	1.3	0	-5	-9	-4
Cc1cccc2cc(CNC3CCCC3)c(Cl)nc12	0	106	3	-0.2	-2	-3.1	2	-2	-3	-2
COc1ccc(C2=CCC3CCCCN3C2)cc1OC (stereo not given)	3	111	4	-0.6	-4	0.6	·	-4	9	-1
CCn1c(Oc2ccccc2)nc2c1c(=O)n(C)c(=O)n2C	4	119	17	-7.6	0	5.6	18	-4	-11	-1
O=C(NCC1COc2ccccc2O1)c1cccc(S(=O)(=O)N2CCOCC2)c1 (stereo not given)	3	96	-8	1.1	1	1.6	0	3	-2	·
COc1ccc(OC)c(CN2CCN(C(=O)c3cc(S(=O)(=O)Nc4ccccc4OC)ccc3C)CC2)c1	6	102	-3	-1.7	1	1.7	4	-4	-2	-2
COc1ccc(-c2c(-c3cccc(C)c3)oc3ccc(-c4ccc5c(c4)OCO5)cc23)cn1	5	95	3	-2.0	-2	-1.5	·	-1	-2	-3
CCO[C@@H]1OC(C(=O)N2CCCCCCC2)=C[C@H](C2CCCCC2)[C@H]1CCCO	-1	102	19	-0.7	-3	1.4	·	-1	-22	-3
Cc1cc(NC(=O)c2cccc([N+](=O)[O-])c2)n(-c2ccccc2)n1	1	104	18	-7.2	5	1.1	0	-7	-12	-8
Cc1nnc(SCc2ccc(Cl)cc2Cl)[nH]c1=O	2	98	0	-2.4	9	1.2	36	-1	9	-3
CC1CCCN(C(=O)Cn2c(=O)oc3cc(S(=O)(=O)N4CCCCC4)ccc32)C1 (stereo not given)	-4	100	-6	-0.5	-2	-1.2	·	-1	-2	·
Cc1ccc([N+](=O)[O-])cc1S(=O)(=O)n1ccnc1C	2	100	25	·	-1	-2.9	0	3	8	4
COCCSc1nnc(-c2cccc(C#N)c2)n1C	·	98	4	-1.8	1	0.2	-2	-4	-1	·
Cc1ccc(S(=O)(=O)CCC(=O)OC(C)c2nnc(-c3cccs3)o2)cc1 (stereo not given)	0	·	-5	-4.5	0	0.7	-1	-2	2	·
CCn1c(=O)c(C(=O)CN(C)Cc2cccc(OC)c2OC)c(N)n(Cc2ccccc2)c1=O	4	100	17	0.2	-4	-1.3	2	0	3	2
CCCCc1c(C)nc2ccc(C(=O)OCC)cc2c1Cl	2	103	-6	-0.2	-7	-0.7	·	6	-7	-5
CC(NC(=O)c1noc2c1CCCCC2)c1ccccc1 (stereo not given)	-5	100	20	0.2	-1	0.1	·	-8	-1	·
CCN(CC)C(=O)Cn1cc(C(=O)C(=O)N2CCN(c3ccccc3)CC2)c2ccccc21	4	100	-12	-1.7	1	0.3	11	-2	-3	-2
O=C(CCNC(=O)Cn1ccc2ccccc2c1=O)NCc1ccccn1	5	99	17	-0.5	0	0.0	8	1	-12	-3
Cc1ccn2c(C(=O)c3ccc(Cl)cc3)cnc2c1	-2	103	9	-5.9	-1	0.1	-2	3	-4	-4
CC1(C)N=C(N)NC(Nc2ccccc2)=N1	3	98	-6	-2.3	-1	1.1	-3	1	-3	1
CC1=NN(C(N)=S)C(=O)C1N=Nc1c(C)cc(C)cc1C (stereo not given)	1	98	2	-2.3	11	-0.9	1	-2	-1	-1
CC(C)CNC(=O)c1nn(Cc2ccccc2)c(=O)c2ccccc12	1	90	16	-4.6	1	0.9	-8	-4	-1	0
O=C(N/N=C/c1ccoc1)c1ccc(Cl)cc1	0	108	3	-2.6	-1	-0.5	-1	-17	0	0
O=C(NCC(c1cccs1)N1CCOCC1)c1cc2ccccc2oc1=O (stereo not given)	-3	108	-21	0.6	0	-1.3	-1	3	0	-5
O=C(CSc1nc2ccccc2o1)NC(=O)NCc1ccco1	-2	100	25	-0.7	-2	-1.9	0	-4	-5	5
Cc1cc(S(=O)(=O)N2CCN(c3ccccc3F)CC2)ccc1-n1cnnn1	-4	90	-8	-2.7	-4	0.7	5	-3	-16	-1
COc1cc(C(C)=O)cc(OC)c1O	-2	·	17	-0.3	-2	-5.7	·	5	-3	-6
Cc1cc(C)cc(C(=O)OCC(=O)NC2CCCC2)c1	0	101	-15	0.4	-1	5.3	1	0	-7	-6
Cc1cccc(-n2c(SCc3cc(=O)n4ccsc4n3)nc3ccccc3c2=O)c1	-1	102	-1	-0.5	0	0.7	-2	-1	0	·
O=C(NCC1CCN(C(=O)c2cccc([N+](=O)[O-])c2)CC1)c1cccc([N+](=O)[O-])c1	-3	104	-5	-2.6	0	-0.6	-1	-4	-3	-7
COc1cc(C(=O)Nc2ccc3c(c2)CCCN3C(=O)c2ccco2)c([N+](=O)[O-])cc1OC	-3	108	-5	-0.7	0	2.3	0	2	11	0
COC(=O)c1ccc(CC(=O)c2ccc(O)cc2O)o1	-1	93	0	0.4	-4	3.3	·	-6	2	3
Cc1cccn2c(=O)c(/C=N/O)c(N3CCCC3)nc12	-3	·	13	-3.0	1	-1.7	-8	-2	-4	-4
CC(C)[C@H](NC(=O)C1CCN(C(=O)[C@@H]2CCCN2)CC1)C(=O)NCc1ccc(F)cc1	-4	102	6	0.4	-1	1.4	·	-2	1	0
